ERAP1 HTS inh – ERAP1 (human) enzyme inhibition. recombinant ERAP1, Leu-AMC fluorescence, 60 min. inhibition, % at 10.7 µM. Q9NZ08. 340,000 tested, 0.15% active. AID 652197;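 active means mean replicate inhibition of at least 30%, or all replicates individually reaching that 30% level; inactive means mean below 30% and not every replicate reaching it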;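 further: 0% = neutral control wells and 100% = L-leucinethiol positive control wells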
Xi reactivation – X-chromosome reactivation activator. XiGFP mouse fibroblasts, % GFP-positive cells imaging, 3 d; cells co-treated with 5-aza-dC sensitizer; scaled so ellipticine positive control = 100%. activation, % at 7.58 µM. 360,000 tested, 0.055% active;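 active means mean normalized replicate activation at least 10% and every replicate at or above 10%; inconclusive means only one of the two criteria met; inactive means mean below 10% and not all replicates reach 10%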;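 further: 0% = median of on-plate neutral control wells and 100% = ellipticine 6 µM median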
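Assay system: SV40-immortalized XiGFP fibroblast cells, line 68-5-11; buffer or medium: DMEM plus 5-aza-dC sensitizer; compound: one concentration, pinned; timing: compounds 3 days, fix/stain 15 min at room temperature; benchmarks: positive control ellipticine, 6 µM final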
F508del corr – correctors of CFTR F508del function in bronchial epithelial cells; AID 720511; 350,000 tested, 0.36% active; activity (quench increase), % at 7.58 µM; CFBE cells, YFP halide quenching; stimulated with forskolin plus potentiator P3; % fluorescence drop versus neutral controls;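 active means mean added fluorescence quench of at least 8% versus neutral control, with both replicates also reaching 8%; inconclusive means only one of the mean or replicate conditions met; inactive means mean below 8% and not both replicates reaching 8%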;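 further: cells transiently co-express mutant CFTR-F508del with the halide-sensitive YFP; corrector assay measuring rescue of mutant channel to the surface after 24 h compound exposure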
RAD54 branch – inhibitors of human RAD54 branch migration. Q92698. RAD54 Holliday junction branch migration, FAM/BHQ fluorescence. inhibition, % at 10.4 µM. 360,000 tested, 0.14% active. AID 602329;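 active means mean normalized replicate activity at least 40 and at least half of replicates scoring 40 or more; inconclusive means only one of the two criteria met; inactive means mean below 40 and under half of replicates reaching 40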;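 further: 0% = median of neutral control wells and 100% = median of positive control wells; inhibitors cause a drop in the FAM fluorescence signal; in these data hits start at about 50%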
Target sequence (Q92698 whole entry, looked up): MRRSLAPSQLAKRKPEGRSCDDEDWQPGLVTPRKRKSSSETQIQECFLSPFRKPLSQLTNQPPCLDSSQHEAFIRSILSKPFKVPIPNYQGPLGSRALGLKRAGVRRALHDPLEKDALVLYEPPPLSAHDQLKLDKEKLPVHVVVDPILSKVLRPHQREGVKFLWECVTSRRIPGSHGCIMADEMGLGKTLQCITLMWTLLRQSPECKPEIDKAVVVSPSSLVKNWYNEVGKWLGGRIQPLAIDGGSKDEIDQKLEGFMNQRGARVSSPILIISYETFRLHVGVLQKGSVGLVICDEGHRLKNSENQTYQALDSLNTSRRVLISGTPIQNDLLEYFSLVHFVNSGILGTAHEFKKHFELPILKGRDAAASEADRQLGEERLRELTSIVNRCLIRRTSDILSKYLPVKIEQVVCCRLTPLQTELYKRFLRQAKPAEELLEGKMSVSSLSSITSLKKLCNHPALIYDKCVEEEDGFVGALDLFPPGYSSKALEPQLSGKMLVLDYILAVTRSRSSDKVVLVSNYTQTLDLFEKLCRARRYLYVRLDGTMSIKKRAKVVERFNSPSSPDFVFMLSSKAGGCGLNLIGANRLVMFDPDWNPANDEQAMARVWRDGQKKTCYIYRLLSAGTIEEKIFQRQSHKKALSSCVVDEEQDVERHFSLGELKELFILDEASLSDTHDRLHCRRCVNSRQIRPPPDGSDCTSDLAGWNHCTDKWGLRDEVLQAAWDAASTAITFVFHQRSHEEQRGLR
GSIS activator – primary screen for activators of insulin secretion dependent on glucose, INS-1E cells, GLuc reporter luminescence; INS-1E GLuc reporter insulin secretion, 2-3 h; activation, % at 16.6 µM; 370,000 tested, 0.61% active; AID 743287;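 active means lowest replicate activation of at least 40%, so every replicate reaches that level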;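 further: 0% = median of neutral control wells and 100% = median of IBMX positive control wells; some compounds called inactive have numbers as strong as hits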
ARNT-TACC3 inh – ARNT/TACC3 interaction disruption; AlphaScreen His-ARNT PAS-B/GST-TACC3 binding, luminescence; TACC3 fragment carries E629A point mutation; inhibition, % at 9.99 µM; 390,000 tested, 0.66% active; AID 623870;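 active means mean inhibition of replicates at least 50% and at least half of replicates each reaching 50%; inconclusive means half or more replicates reach 50% but mean below 50%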;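 further: 0% = complete ARNT plus TACC3 wells and 100% = ARNT alone without TACC3; many hits fall short of the cut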
RAD52 anneal inh – blocks human RAD52 DNA annealing; recombinant RAD52 DNA annealing, FRET fluorescence; inhibition, % at 18.7 µM; 360,000 tested, 0.46% active; AID 651710;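 active means every replicate showing at least 50% inhibition; inconclusive means mean inhibition at least 50% but not in every replicate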
esBAF inh – blocks esBAF chromatin remodeling in mouse ES cells | Bmi1-luciferase knock-in reporter, 24 h; 100% = twice the neutral-well signal | reporter increase, % at 12.5 µM | 350,000 tested, 2% active; in the data active means activation above about 40%; inconclusive means no clear call, values can overlap the other calls;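 further: 0% = median of the plate's neutral control wells and 100% = double that signal; a rise in the Bmi1 reporter signal indicates esBAF inhibition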
The depositor's hits bear a star; i = inactive; ? = inconclusive; / = no result given; & = joins results of further samples.

(1) O=C(NCCN1CCCCC1)Nc1ccc(Br)cc1
(2) CO[C@@H]1CN(C)C(=O)c2ccc(NS(=O)(=O)c3ccccc3)cc2OC[C@H](C)N(Cc2cccnc2)C[C@@H]1C
(3) CCC(C)NC(=O)[C@@H]1CSC2c3ccccc3C(=O)N21 (stereo partly specified)
(4) COc1ccc(C2Nc3cccc4cccc(c34)N2)cc1
(5) O=C(Nc1ccc(Cl)cn1)Nc1ccccc1Cl
(6) Cc1cc(Cl)ccc1C(=O)C1CCCN(C(=O)/C=C/c2cnn(C)c2)C1 (stereo unspecified)
compound no.	1	2	3	4	5	6
ERAP1 HTS inh	-2.6	-3.1	0.5	-6.8	-2.7	/
Xi reactivation	0.9	0.4	-0.1	0.2	-0.1	0.5
F508del corr	-3.7	2.2	1.5	-2.8	/	-2.3
RAD54 branch	-1.1	-8.0	0.4	/	-16.4	/
GSIS activator	0.2	15.5	-15.7	-6.6	4.7	-22.4
ARNT-TACC3 inh	2.1	28.1	-9.5	/	1.8	18.2
RAD52 anneal inh	1.9	7.8	-11.2	-8.7	-3.5	-11.0
esBAF inh	1.9	-4.5	2.5	/	35.4*	-3.4

(7) CCCn1c(CCC(=O)O)ccc1-c1ccc(F)cc1
(8) N#C[C@H]1[C@H](c2ccccc2)[C@H](CO)N1C(=O)CCN1CCCCC1
(9) CCN1/C(=C/c2ccc3cc(C)ccc3[n+]2CC)Sc2cc(C)ccc21
(10) O=C1NCCCC1C(=O)N1CCN(C(c2ccccc2)c2ccccc2)CC1 (stereo unspecified)
(11) O=C(C1CC1)N1CCCCN2[C@H](CO)[C@H](c3ccc(-c4cccc(F)c4)cc3)[C@H]2C1
(12) O=C(Nc1ccc(F)c(F)c1)C1CCCN1S(=O)(=O)c1ccc(F)cc1 (stereo unspecified)
compound no.	7	8	9	10	11	12
ERAP1 HTS inh	/	4.4	11.7	3.6	2.5	2.5
Xi reactivation	/	0.0	101.5*	/	0.1	-0.1
F508del corr	/	0.6	-2.1	0.7	-0.7	3.9
RAD54 branch	2.0	-9.2	i	-15.7	0.7	-1.0
GSIS activator	-9.8	6.4	-45.7	-0.3	-7.8	-14.1
ARNT-TACC3 inh	-1.3	-9.2	9.2	-0.7	-1.2	-3.2
RAD52 anneal inh	/	-11.2	i	-6.6	24.1	-4.3
esBAF inh	0.5	-2.0	-43.1	-7.0	/	-3.2

(13) Cc1ccc(NC(=O)c2c(C)nc3ccccn23)cc1C
(14) C[C@H](CO)N1C[C@H](C)[C@@H](CN(C)C(=O)Nc2ccccc2)Oc2ccc(NS(=O)(=O)c3ccccc3)cc2C1=O
(15) O=C(CC1CC1)N1CC(=O)N2[C@@H](CO)[C@H](c3ccc(C#Cc4ccc(F)cc4)cc3)[C@@H]2C1
(16) COC(=O)c1[nH]c2ccccc2c1NC(=O)CN1CCN(C/C=C/c2ccccc2)CC1
(17) CCCCC[C@H](C)N1C[C@H](COCc2ccccc2)Oc2cc(N3CCC[C@H]3CO)ccc2S1(=O)=O
(18) Cc1cc(NC(=O)c2cccc(Br)c2)no1
compound no.	13	14	15	16	17	18
ERAP1 HTS inh	-1.1	-0.7	1.8	0.0	1.5	-2.5
Xi reactivation	-0.1	0.1&0.4	?	/	-0.1	0.4
F508del corr	1.1	1.2&4.3	-1.2	/	-3.3	0.7
RAD54 branch	/	13.5&-11.8	/	10.8	/	/
GSIS activator	1.7	1.1&-9.4	-9.5	-27.5&-36.7	-9.8	12.5
ARNT-TACC3 inh	-9.9	-3.7&-2.4	/	13.3	/	-4.3
RAD52 anneal inh	-19.0	4.2	-6.5	0.2	-11.1	-0.5
esBAF inh	/	0.1&-6.6	/	0.8	/	/

Profiles, looked up by structure. Screens in order: ERAP1 HTS inh, Xi reactivation, F508del corr, RAD54 branch, GSIS activator, ARNT-TACC3 inh, RAD52 anneal inh, esBAF inh
O=C(CC1CC1)N1CC(=O)N2[C@@H](CO)[C@H](c3ccc(C#Cc4ccc(F)cc4)cc3)[C@@H]2C1 is listed with 1.8, ?, -1.2, /, -9.5, /, -6.5, /
Cc1cc(NC(=O)c2cccc(Br)c2)no1 is listed with -2.5, 0.4, 0.7, /, 12.5, -4.3, -0.5, /
COC(=O)c1[nH]c2ccccc2c1NC(=O)CN1CCN(C/C=C/c2ccccc2)CC1 is listed with 0.0, /, /, 10.8, -27.5&-36.7, 13.3, 0.2, 0.8

Additional structures:
(19) Cn1c(SCC(=O)N2CCOCC2)nnc1-c1ccc2ncccc2c1
(20) CCNNC(=O)C(O)(Cc1ccccc1)Cc1ccccc1
(21) CCCNC(=O)N(C)C[C@H]1Oc2ncc(-c3ccccc3)cc2C(=O)N([C@H](C)CO)C[C@@H]1C
(22) CN(CCOc1ccccc1)Cc1nc2cc(Cl)ccc2c(=O)[nH]1
(23) O=C(NC1CCC1)[C@@H]1[C@@H](CO)[C@@H]2Cn3c(ccc(-c4ccncc4)c3=O)[C@H]1N2CC1CC1
(24) O=C(c1cccnc1)N1CCCCN2[C@H](C1)[C@H](c1ccc(C#Cc3ccccn3)cc1)[C@@H]2CO
compound no.	19	20	21	22	23	24
ERAP1 HTS inh	-1.7	1.5	-4.2	-5.8	-0.7	1.4
Xi reactivation	0.1	0.0	0.0	0.2	0.2	0.0
F508del corr	0.8	-1.9	0.4	-1.7	-1.7	-0.1
RAD54 branch	15.6	-1.7	-2.8	/	2.1	-13.9
GSIS activator	7.2	4.6	0.7	21.4	27.1	-12.2
ARNT-TACC3 inh	5.8	-6.6	-10.2	16.7	-3.3	26.3
RAD52 anneal inh	-16.2	-13.3	5.0	-19.6	-12.3	-81.3
esBAF inh	12.0	-2.2	1.2	/	2.2	0.1

(25) COc1ccc(NC(=S)NC(C)Cc2cccs2)cc1 (stereo unspecified)
(26) OC(c1ccc2c(c1)OCO2)c1ncc(-c2cccc(C(F)(F)F)c2)[nH]1 (stereo unspecified)
(27) O=c1[nH]ncc(NCc2ccc(Cl)cc2)c1Cl
(28) O=[N+]([O-])c1cc(S(=O)(=O)CCCN2CCOCC2)ccc1F
(29) O=C(c1cnc(Cl)c(Cl)c1)N1CCN(S(=O)(=O)c2ccc(F)cc2)CC1
(30) O=C(Nc1ccccc1)NC1(C(=O)N2CCC(O)CC2)CCCCC1
compound no.	25	26	27	28	29	30
ERAP1 HTS inh	-4.8	3.3	-1.9	-3.6	-0.4	-8.0
Xi reactivation	-0.1	0.0	0.2	-0.1	0.0	0.0
F508del corr	2.2	2.5	1.2	-2.7	1.3	0.3
RAD54 branch	-22.3	-3.6	/	/	1.4	/
GSIS activator	-2.4	/	24.7	2.1	10.4	4.1
ARNT-TACC3 inh	-5.3	/	-32.5	-7.0	-1.1	-4.0
RAD52 anneal inh	-15.0	-20.6	2.6	-15.7	-11.5	-15.9
esBAF inh	/	-0.7	/	/	-3.1	-5.8

(31) COc1ccccc1-n1c(=O)c2c3c(sc2n2c(=S)[nH]nc12)CCC3
(32) O=C(O)CC(NC(=O)c1cccc([N+](=O)[O-])c1)c1ccc2c(c1)OCO2 (stereo unspecified)
(33) COc1cc(C(=O)CSc2nccn2C)cc(OC)c1OC
(34) Cc1c(C(=O)NCCN2C(=O)S/C(=C\c3cccnc3)C2=O)cccc1[N+](=O)[O-]
(35) CCN(CC)S(=O)(=O)c1ccc2oc(C(=O)NCc3ccc(C)cc3)c(C)c2c1
(36) CO[C@H](CN(C)S(=O)(=O)c1ccc(Cl)cc1)[C@H](C)CN([C@@H](C)CO)S(=O)(=O)c1cccc(Cl)c1
compound no.	31	32	33	34	35	36
ERAP1 HTS inh	-0.8	-0.7	-1.6	/	0.3	-1.8
Xi reactivation	1.0	0.0	0.0	0.3	/	-0.1
F508del corr	0.6	-3.5	-3.2	-0.2	1.2	5.0
RAD54 branch	0.3	/	-5.0	-10.9	-8.7	4.5
GSIS activator	22.0	9.0	8.0	-3.9	-9.0	-33.1
ARNT-TACC3 inh	28.8	-10.3	-2.6	2.0	-4.0	-0.9
RAD52 anneal inh	-0.5	-6.1	-12.4	-12.7	-16.9	-1.6
esBAF inh	-6.8	/	5.1	-3.0	3.1	3.6

(37) Cc1ccc(-c2nnc(SCC(=O)N(CC(C)C)c3c(N)n(Cc4ccccc4)c(=O)[nH]c3=O)n2N)cc1
(38) COc1ccc(CN(C)CC(=O)Nc2ccc(Cl)cc2F)c(OC)c1
(39) COc1cc(NC(=O)CN2CCC(Cc3ccccc3)CC2)c(C)cc1[N+](=O)[O-]
(40) O=C1Nc2ccc([N+](=O)[O-])cc2OC1CCN1CCN(Cc2ccc3c(c2)OCO3)CC1 (stereo unspecified)
(41) C[C@H]1CN([C@@H](C)CO)S(=O)(=O)c2ccc(C#Cc3ccc(F)cc3)cc2O[C@@H]1CN(C)C(=O)c1ccccn1
(42) O=C(C[C@H]1CC[C@@H]2[C@H](COC[C@H](O)CN2C(=O)Cc2ccccc2)O1)NC1CCCC1
compound no.	37	38	39	40	41	42
ERAP1 HTS inh	1.4	2.0	/	2.5	-3.4	0.5
Xi reactivation	0.4	0.0	0.1	0.0	0.3	0.7
F508del corr	-0.5	3.1	/	-1.9	1.1	-2.1
RAD54 branch	2.2	/	-1.6	-13.8	-7.5	-1.5
GSIS activator	7.5	-20.0	57.9*	-25.2	16.0	0.0
ARNT-TACC3 inh	-0.5	/	-3.5	/	-6.4	-1.8
RAD52 anneal inh	-13.9	-6.2	/	-49.1	0.9	-2.1
esBAF inh	-0.9	/	-1.5	-0.1	11.2	-2.4

(43) COc1ccc(S(=O)(=O)N(C)C[C@@H]2Oc3ccc(NC(=O)Nc4ccccc4)cc3CC(=O)N([C@@H](C)CO)C[C@H]2C)cc1
(44) O=C(CCc1ccccc1)NC(NC(=S)Nc1cccc(Cl)c1)C(Cl)(Cl)Cl (stereo unspecified)
(45) O=C1Cc2cc(S(=O)(=O)N3CCN(c4ccc(C(=O)O)cc4)CC3)ccc2N1
(46) CCN(CC)S(=O)(=O)c1ccc(N2CCN(C)CC2)c(NC(=O)c2cc(=O)c3ccccc3o2)c1
(47) COc1cccc2sc(N3CCN(C(=O)c4cccs4)CC3)nc12
(48) O=C(Oc1ccc(-n2cnnn2)cc1)c1ccccc1
compound no.	43	44	45	46	47	48
ERAP1 HTS inh	0.4	-2.1	/	1.4	-0.5	0.5
Xi reactivation	1.6	/	0.0	0.4	0.1	0.0
F508del corr	-0.8	0.4	-1.2	0.3	2.5	/
RAD54 branch	18.3	-14.5	-3.5	-9.5	11.9	/
GSIS activator	-7.7	14.5	2.1	4.4	8.7	7.6
ARNT-TACC3 inh	14.3	0.2	/	-2.9	0.5	-3.1
RAD52 anneal inh	7.2	-6.3	-22.4	-8.8	-1.1	-9.3
esBAF inh	-0.1	29.4	-0.8	1.0	/	/

(49) COc1cccc(-c2cc(C(=O)NCCc3ccccc3)no2)c1
(50) C#Cc1ccc([C@H]2C=C(C(=O)NCc3ccccc3)O[C@@H](OCc3ccc(CO)cc3)C2)cc1
(51) O=C(Nc1ccc2c(c1)OCO2)c1nn(-c2ccccc2)c(=O)c2ccccc12
(52) O=C(C[C@H]1CC[C@@H](NC(=O)c2ccncc2)[C@@H](CO)O1)NCC1CCCCC1
compound no.	49	50	51	52
ERAP1 HTS inh	/	/	/	1.4
Xi reactivation	/	0.0	/	-0.3
F508del corr	/	1.3	/	-0.1
RAD54 branch	-0.9	-8.6	-5.2	6.0
GSIS activator	1.8	-7.7	-1.6	-2.6
ARNT-TACC3 inh	1.9	0.9	-12.5	-25.5
RAD52 anneal inh	/	/	/	5.0
esBAF inh	-7.1	2.6	0.1	-0.8

Screening results from PubChem.
